Pf Dd2 inh: blocks in vitro growth of P. falciparum Dd2 | hit rate 4.3% among 120,000 | AID 1347417 | P. falciparum Dd2 growth, SYBR Green, 72 h | Potency, µM (titrated, usually from 28.9 µM), inactives show at the top dose activity, negative = inhibition, hits mostly inhibitors; active means well fitted inhibition curve with a large enough effect; inconclusive means small, poorly fitted or top-dose-only effect; inactive means no such curve, though single readings can be large or run the other way;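 further: plate controls were DMSO vehicle for no effect and reference drug for full effect; nearly all actives have a fitted effect of over 65% in size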
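Infected erythrocytes (Dd2, 0.3% parasitemia, 2.5% hematocrit final) are added to compound in RPMI-1640/Albumax II medium, grown 72 h at 37C in low oxygen, then lysed with saponin/Triton-X containing SYBR Green and read by fluorescence.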
An asterisk follows results filed as active; ? = inconclusive. Potency means the concentration at half of the fitted maximal effect. Not all compounds are listed, so the mix of outcomes need not match the whole.

SMILES | Pf Dd2 inh
CN1C(=O)CCC2(CNC(=O)CCc3nc4ccccc4[nH]3)CCC=C12 (stereo not drawn) | ?
CCOc1ccccc1NC(=O)N1CCCC(c2noc(COc3ccccc3)n2)C1 (stereo not drawn) | 5.6µM*
CN1C(=O)CN(Cc2ccccc2C#N)C(=O)c2ccccc21 | 12%
CCC(O)c1cc2n(n1)CCN(C(=O)CN1CCOc3ccccc3C1)C2 (stereo not drawn) | ?
COc1ccc(CCC2CCCN(S(=O)(=O)N(C)C)C2)cc1 (stereo not drawn) | -14%
Cc1ccc(C(=O)N2CCC3(CC2)CC(c2cccc(C(F)(F)F)c2)=NO3)cc1 | 3%

Compound activity: PubChem BioAssay, National Center for Advancing Translational Sciences (NCATS)
